Bioassay records deposited in PubChem by several laboratories.
L929 necroptosis: L929 zVAD cell death inhibition; AID 1377; viability rescue, % at 10 µM; 0.38% of 220,000 active; L929 zVAD necroptosis rescue, ATP luminescence, 24 h; with zVAD 60 µM;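 active = activation, scaled between plate controls, above about 75%, limit read from the data; inactive = activation under that limit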;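 also: 0% = zVAD with DMSO and 100% = DMSO alone without zVAD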
KCC2 mod: modulates chloride dependent transport by human KCC2; 2.2% of 190,000 active; B-score of Tl+ flux slope (higher = more flux/activation; lower = inhibition) at 10 µM; KCC2 cells, thallium flux FluoZin-2 fluorescence;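 active = thallium flux slope and its plate-corrected score both differing from the plate sample mean at a set confidence after two filtering rounds, in either direction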;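 also: slope of fluorescence scaled to starting intensity during 10 to 20 s after thallium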
Target sequence (Q9H2X9 whole entry, looked up): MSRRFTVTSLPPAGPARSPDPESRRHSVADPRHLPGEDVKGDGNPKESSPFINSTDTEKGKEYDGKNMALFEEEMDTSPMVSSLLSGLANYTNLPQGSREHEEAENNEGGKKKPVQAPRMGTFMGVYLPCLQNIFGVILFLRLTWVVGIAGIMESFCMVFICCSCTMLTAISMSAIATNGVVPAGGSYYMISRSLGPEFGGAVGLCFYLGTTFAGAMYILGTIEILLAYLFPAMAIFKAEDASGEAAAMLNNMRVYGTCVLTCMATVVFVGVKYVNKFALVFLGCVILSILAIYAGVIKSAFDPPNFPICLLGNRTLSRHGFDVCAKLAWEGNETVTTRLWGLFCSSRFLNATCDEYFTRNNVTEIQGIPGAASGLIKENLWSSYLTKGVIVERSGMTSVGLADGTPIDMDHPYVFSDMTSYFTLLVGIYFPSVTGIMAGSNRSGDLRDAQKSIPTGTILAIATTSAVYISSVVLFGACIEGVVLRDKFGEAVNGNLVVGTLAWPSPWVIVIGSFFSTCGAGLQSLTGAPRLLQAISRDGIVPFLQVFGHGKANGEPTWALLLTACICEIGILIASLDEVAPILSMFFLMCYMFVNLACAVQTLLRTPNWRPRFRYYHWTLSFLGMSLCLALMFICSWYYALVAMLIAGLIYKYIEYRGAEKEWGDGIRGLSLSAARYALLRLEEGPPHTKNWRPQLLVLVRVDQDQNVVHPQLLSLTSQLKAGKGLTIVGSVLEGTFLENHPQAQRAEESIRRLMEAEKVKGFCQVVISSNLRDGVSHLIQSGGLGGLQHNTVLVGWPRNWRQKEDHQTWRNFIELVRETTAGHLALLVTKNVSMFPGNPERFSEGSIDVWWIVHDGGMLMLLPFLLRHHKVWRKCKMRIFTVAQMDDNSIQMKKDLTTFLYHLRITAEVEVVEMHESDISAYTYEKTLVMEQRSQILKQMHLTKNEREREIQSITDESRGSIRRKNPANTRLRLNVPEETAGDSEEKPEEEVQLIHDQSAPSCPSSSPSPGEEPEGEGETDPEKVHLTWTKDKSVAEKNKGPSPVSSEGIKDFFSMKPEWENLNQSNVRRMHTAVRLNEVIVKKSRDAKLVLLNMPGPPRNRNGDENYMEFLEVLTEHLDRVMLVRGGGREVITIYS
Calpain2 inh: blocks pig calpain II enzyme activity; purified calpain II, fluorogenic peptide substrate, 30 min; AID 1236; inhibition, % at 16 µM; 0.37% of 220,000 active;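 active = inhibition above about 50%, limit read from the data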
Rad51 HR inh: blocks human Rad51 in homologous recombination | inhibition, % at 10 µM | 0.085% of 200,000 active | hRad51 DNA strand exchange, fluorescence dequenching;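 active = inhibition above 40% at the single screening dose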;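 also: 0% = DMSO control wells and 100% = blanks with heterologous ssDNA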
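Test system: preformed human Rad51 ssDNA filaments; also added: Donor/quencher-labelled 47-bp dsDNA substrate; doses: 10 µM final, single point; times: 37 °C 15-min filament assembly, 30-min compound preincubation, 15-min exchange; detection: FRET fluorescence dequenching, excitation 485 nm, emission 520 nm; read-out basis: Fluorescence-based percent inhibition, control- and blank-normalised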
Mdm2 ligase inh: Mdm2 E3 ligase (human) inhibition; Q00987; cell-based MDM2 ubiquitination luciferase reporter, 2 h; 0 = plate control, 100 = twice control, blank-subtracted; signal enhancement, % at 5 µM; 0.11% of 210,000 active; AID 1230;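 active = signal enhancement of 30% or more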;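 also: luminescence tracks abundance of the self-degrading MDM2-luciferase fusion protein; higher signal means inhibition of MDM2 E3 ligase activity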
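Material: Stable MDM2–luciferase fusion reporter cells | Amount: 2000 cells seeded into each well | Dosing: One concentration, 5 µM, with 0.2% DMSO | Incubation: 4 h cell settling then 2 h compound exposure, 37 °C | Measured by: Luciferase luminescence | Read-out basis: % enhancement relative to plate controls after blank subtraction | Benchmarks: Control and blank well means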
EBV gp42 block: EBV gp42 inhibition; inhibition, % (tested at 21.74 µM); 0.42% of 220,000 active; Fluorescence polarization binding assay, mP read-out; Q1HVG2; in the data active = inhibition above about 50%
PERK inhibitor: blocks human PERK kinase; Q9NZJ5; CHO PERK-DD fusion, SEAP luminescence translation reporter; inhibition, % at 5.6 µM; 0.17% of 220,000 active; AID 1416;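 active = inhibition above the mean inhibition of all tested compounds plus 3 SD, set separately per screening campaign, cut at about 2.9% in these data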;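 also: PERK kinase domain activated by AP20187 dimerizer at 100 nM; 0% = DMSO with dimerizer and 100% = rapamycin at 8.4 µM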
eIF4E-4G inh: inhibitors of eIF4E and eIF4G interaction in translation initiation; inhibition, % at 21.7 µM; P63073+Q04637; AID 782; 0.37% of 220,000 active; TR-FRET eIF4E-eIF4GI(517-606) binding, 2 h;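 active = inhibition above about 30%, limit read from the data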;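 also: 0% = full FRET control wells and 100% = background wells lacking eIF4GI fragment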
TNF death inh: inhibitors of TNF-alpha induced necroptosis in Jurkat FADD-/- cells; Jurkat FADD-/- TNF necroptosis rescue, ATP luminescence, 24 h; 0 = TNF only, 100 = no-TNF cells; activation (protection from cell death), % at 10 µM; 0.068% of 220,000 active;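 active = activation, meaning protection from cell death, of at least 50% relative to plate controls; inactive = activation below 50%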;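 also: necroptosis triggered by 40 ng/mL TNF-alpha added together with compound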
Starred values were filed as active, the others as inactive; i = inactive; · = not tested or not shown; [ ] = another dose, or the depositor's remark.

SMILES	L929 necroptosis	KCC2 mod	Calpain2 inh	Rad51 HR inh	Mdm2 ligase inh	EBV gp42 block	PERK inhibitor	eIF4E-4G inh	TNF death inh
CC(C)CN(C)C(=O)CC1C(=O)NCCN1C (stereo unspecified)	5.6	0.13	-32.5	0.7	5.9	-10.7	1.3	-1.6	0.3
O=C(Nc1ccon1)c1sc2ccccc2c1Cl	0.2	·	-26.9	7.0	1.6	-3.5	0.8	3.2	-1.4
COc1ccccc1NS(=O)(=O)c1cccc(C(=O)N/N=C/c2ccc(OCC(=O)O)cc2)c1	0.2	0.51	8.0	19.0	-9.7	-6.7	-1.5	-4.7	-0.3
C=CCNCC(=O)Nc1sc2c(c1C(=O)Nc1ccc(OC)cc1OC)CCC2	1.5	0.713	0.2	-0.8	1.5	-6.4	0.8	4.0	1.3
N#CCc1c(C#N)c(N)nc(N2CCN(Cc3ccc4c(c3)OCO4)CC2)c1C#N	-0.5	-0.715	-220.0	·	-10.2	-16.1	-0.5	-6.0	-3.0
COC(=O)Oc1ccc(/C=N/NC(=O)CN(c2ccccc2Cl)S(C)(=O)=O)cc1OC	1.4	-0.55	-43.1	-9.2	-0.6	-4.4	0.4	0.0	-3.9
Cc1cc(C)c(OCCNC(=O)c2ccccc2Sc2ccccc2C#N)c(C)c1	0.0	-0.856	29.6	-0.6	-4.3	-15.4	-0.2	3.9	3.1
O=[N+]([O-])c1nn(-c2ccc3c(c2)OCCO3)n(O)c1=Nc1ccc(Cl)cc1	-0.2	-1.01	19.4	2.1	-19.1	-11.2	0.5	-0.5[fluorescence artefact?]	-10.2
Cc1c(C#N)c(N=CN(C)C)c(C(=O)c2ccc(Br)cc2)n1-c1ccccc1	1.3	-0.651	4.6	3.4	-6.9	-16.8	-0.5	1.3	-0.1
Cn1c(C(=O)OCC(=O)NCCc2ccccc2)cc2sccc21	0.1	-1.57	14.2	-1.5	-7.2	-4.0	0.8	3.1	-2.7
COCc1cc(=O)[nH]c(/N=C(\N)Nc2ccc(C)cc2)n1	-0.3	-2.04	10.5	-1.1	1.2	5.0	0.9	2.6	-0.8
OCCNCC1(O)C2CC3CC(C2)CC1C3 (stereo unspecified)	-0.9	·	0.1	-0.3	2.1	-28.7	1.2	-10.9[fluorescence artefact?]	0.5
O=C(O)CNS(=O)(=O)c1ccc2c(c1)CCCC2	2.4	0.515	9.1	-3.7	3.4	-11.5	1.0	0.2	-0.7
O=C(OCC(=O)N1CCCCC1)c1ccccc1SCC(=O)N1CCCCC1	-0.9	0.138	-7.2	0.7	-26.9	-20.1	0.3	-2.1	-0.7
N#CCNC(=O)c1cccn1-c1ncc(C(F)(F)F)cc1Cl	0.3	0.465	-12.3	-9.2	-6.0	0.5	0.7	1.1	-0.4
O=C(O)/C=C/C(=O)NCc1ccccn1	4.7	0.976	-44.9	-6.5	22.0	24.6	0.3	1.6	0.6
COc1cc(CC(=O)Oc2ccc3c(c2)OCO3)cc(OC)c1OC	1.4	-0.311	-9.0	-0.6	-9.2	-24.2	0.4	-11.0	-5.7
CN(C)/C(CN1CCCCC1)=C1\N=C(c2ccccc2)OC1=O	0.9	·	-21.9	-12.7	-6.2	12.4	0.2	4.8	-3.6
Cc1nc(N2CCC(C)CC2)c2c(C)c(C(=O)Nc3ccc(C(F)(F)F)cc3)sc2n1	15.0	-0.0751	-150.8	-1.3	-1.2	-8.0	1.6	-1.0	2.1
C=CCn1c(O)c(C2=c3ccccc3=NC2=O)sc1=Nc1ccc(O)cc1	-0.2	-0.323	-26.2	-3.2	-3.9	1.8	·	-19.6	-10.8
CCOCCCNC(=O)c1c(N)n(-c2ccc(S(N)(=O)=O)cc2)c2nc3ccccc3nc12	0.6	1.09	i	4.5	-5.4	-3.8	0.0	·	0.4
CN(Cc1ccccc1)S(=O)(=O)c1ccc2c(c1)NC(=O)CC(=O)N2	-0.3	-2.21	13.6	-2.7	1.9	-11.8	1.2	6.9	1.2
CC(C)CN(C(=O)c1ccco1)c1nc2ccccc2s1	0.0	1.11	38.6	2.3	-9.1	-16.3	0.7	2.5	0.3
COc1cccc(C2/C(=C(/O)c3ccccc3)C(=O)C(=O)N2Cc2ccco2)c1 (stereo unspecified)	-0.5	-0.226	31.6	-5.7	-12.3	10.2	-0.3	-2.0	0.4
C/C(O)=c1/ccc2cccc3nc(C)nc1c23	2.2	i	-401.8	-2.5	9.2	110.2*	-1.4	-3.2	-4.3

New compounds follow:
SMILES	L929 necroptosis	KCC2 mod	Calpain2 inh	Rad51 HR inh	Mdm2 ligase inh	EBV gp42 block	PERK inhibitor	eIF4E-4G inh	TNF death inh
O=c1[nH]cnc2scc(-c3ccc(Br)cc3)c12	0.7	·	-24.4	10.7	25.1	-10.8	0.6	0.3	-4.2
CCNc1nc(OC)nc(Oc2ccc(C(=O)OC)cc2)n1	0.0	-0.377	-6.6	-4.8	-7.9	-3.4	-0.2	2.5[fluorescence artefact?]	0.4
Cc1cc(C)n2nc(SC3CCCCN(C(=O)c4ccc(F)cc4)C3=O)nc2n1 (stereo unspecified)	-0.7	0.396	1.9	-7.4	-30.2	-18.6	-0.3	-3.5	-2.9
Cc1cccc(-n2c(=O)[nH]c3c(C(N)=O)nc(CC(C)C)nc32)c1	0.3	·	-90.4	-4.7	-9.9	-24.2	1.6	7.9	-2.0
CCOC(=O)c1c2c([nH]c(=S)c1C#N)CCCC2	0.4	10.8*	9.8	-5.1	-11.9	-13.4	2.5	0.2	3.2
O=c1[nH]c(N2CCc3ccccc32)nc2c1CCCC2	-0.3	-0.749	-9.5	-4.7	-12.6	-3.7	0.5	-6.3	-1.3
Cc1ccc(S(=O)(=O)N2CCN(Cc3ccccc3)CC2)c(C)c1N(C)S(=O)(=O)c1ccccc1	0.4	-2.32	9.8	-3.7	-9.8	-2.4	-0.6	-4.8	1.4
O=C(c1ccc(F)cc1)N1CCN(C2CC3CCC2C3)CC1 (stereo unspecified)	0.7	·	-19.1	-4.2	-1.4	-6.7	0.6	-4.2[fluorescence artefact?]	0.0
COc1ccccc1NC(=O)c1cc(Cl)nnc1Cl	-2.5	-1.2	-6.9	4.6	-2.2	-6.7	0.6	-7.3	-4.0
Cc1nc(SCC(O)CO)c([N+](=O)[O-])[nH]1 (stereo unspecified)	0.1	1.14	-7.3	-7.6	-15.1	-14.1	0.6	-4.1	-0.4
O=S(=O)(c1ccc2c(c1)OCCO2)N1CCN(Cc2ccc3c(c2)OCO3)CC1	0.2	-0.000414	40.9	-2.7	-10.2	8.4	0.8	-1.3	-0.5
O=C(Cc1ccc(Cl)cc1)Nc1ncccn1	3.2	-0.0135	-29.1	6.8	-4.4	-10.3	2.8	2.8	0.8
COc1ccc(NS(=O)(=O)c2ccc3oc(SCc4ccc(F)cc4)nc3c2)cc1	1.1	-0.685	10.9	5.7	-3.6	-1.5	-0.3	1.1	3.3
Cc1cc(CNC(=O)COc2ccc(F)cc2)c2ccccc2n1	0.7	-1.55	-23.9	0.7	-13.2	-11.1	-0.4	3.1	0.6
O=C(NCc1cccs1)C1CCCN(c2ncccn2)C1 (stereo unspecified)	1.2	-0.0924	-5.4	-3.8	-22.4	-12.2	-0.2	-0.7	1.0
CCCNC(=O)c1ccc(CNc2c(N3CCC(C(=O)OCC)CC3)c(=O)c2=O)cc1	2.1	0.646	-7.5	15.9	2.3	-8.2	1.9	-1.6[fluorescence artefact?]	-2.2
Cc1ccc(C)c(-n2c(-c3ccc(Br)cc3)csc2=NC(=O)c2ccccc2F)c1	2.5	-0.35	-18.7	12.6	-1.4	-11.9	-0.4	-24.2	-7.6
C/C=C/Cn1c(SCCCc2ccccc2)nc2c1c(=O)[nH]c(=O)n2C	-0.7	-5.09*	10.7	-2.4	-11.4	1.1	-0.6	0.7	-5.2
O=C(C1CC1)N1CCc2cc(Br)cc(S(=O)(=O)N3CCN(c4ccccn4)CC3)c21	6.4	-1.6	44.8	6.4	-13.4	3.6	0.8	5.6	1.6
O=C(c1ccccc1F)N(Cc1ccc(F)cc1)C1CCS(=O)(=O)C1 (stereo unspecified)	-0.1	0.205	-25.1	2.0	-0.8	-20.8	0.6	-0.2	-1.4
COc1ccc(CCNC(=O)Cn2cnc3scc(-c4ccccc4)c3c2=O)cc1OC	1.2	-0.0815	24.3	-20.7	-9.7	7.8	0.7	1.3	-0.2
CCOC(=O)c1nn(-c2ccccc2)c(=O)cc1SC(C)C	-0.4	0.271	20.5	4.1	-31.7	-21.6	0.5	-4.0	-3.2
O=C(CN(Cc1ccco1)C(=O)CNS(=O)(=O)c1ccc(F)cc1)NCc1ccc(F)cc1	0.1	-0.539	-2.0	-0.1	-8.3	-12.2	0.9	-8.0[fluorescence artefact?]	-0.4
COC(=O)c1cc(OC)c(OC)c(OC)c1NC(=O)c1ccc(S(=O)(=O)N(C)C)cc1	0.7	1.16	-8.7	8.3	-21.5	-17.9	0.0	6.5	-0.9
Cc1cc(C)n2c(C)nnc2c1	-0.6	-0.814	-29.2	3.1	·	1.1	0.3	-5.2	3.2

Look-ups from the results shown:
`N#CCNC(=O)c1cccn1-c1ncc(C(F)(F)F)cc1Cl` | eIF4E-4G inh = 1.1
`O=C(c1ccc(F)cc1)N1CCN(C2CC3CCC2C3)CC1` (stereo unspecified) | Rad51 HR inh = -4.2
`O=C(C1CC1)N1CCc2cc(Br)cc(S(=O)(=O)N3CCN(c4ccccn4)CC3)c21` | L929 necroptosis = 6.4

Later entries:
SMILES	L929 necroptosis	KCC2 mod	Calpain2 inh	Rad51 HR inh	Mdm2 ligase inh	EBV gp42 block	PERK inhibitor	eIF4E-4G inh	TNF death inh
CCOC(=O)c1ccc(NC(=O)C(=O)NCc2ccco2)cc1	1.6	-0.563	-38.2	-9.2	-13.3	-12.3	1.4	-0.2	-0.4
CCn1nc(C)c(CN2CCN(Cc3ccc(OC)c(C)c3C)C(CCO)C2)c1C (stereo unspecified)	-0.7	0.194	-0.4	9.6	-8.1	6.0	-0.3	3.0	1.6
CCCC[C@@H]1C[C@H]1[C@@H](NC(=O)c1cccs1)c1ccc(Cl)cc1	-0.5	-0.221	-3.6	6.9	·	-2.3	0.3	-1.8[fluorescence artefact?]	4.2
Cc1c(N=C2NC(=O)/C(=C/c3cccc([N+](=O)[O-])c3)S2)c(=O)n(-c2ccccc2)n1C	0.6	0.159	-7.5	-9.1	4.3	-13.1	0.8	0.5	-1.7
CNC(=S)N/N=C/c1c(C)cccc1Cl	0.7	4.4*	-8.7	-2.7	-7.9	-10.5	1.5	0.5	1.2
O=C(/C=C/c1ccc(S(=O)(=O)NCc2ccco2)cc1)N1CCN(c2ccccc2)CC1	4.0	·	21.6	9.5	-13.5	-6.0	0.7	-0.3	-0.9
CC(=O)Nc1ccc(S(=O)(=O)NCC2CCC(C(=O)N3CCN(c4ccccn4)CC3)CC2)cc1 (stereo unspecified)	1.0	·	-30.4	-6.0	-4.5	-14.9	1.0	1.6[fluorescence artefact?]	-2.4
CCOc1ccc(Br)cc1S(=O)(=O)Nc1ccc(C(=O)Nc2ccc(C)cc2)cc1	0.6	0.707	-33.5	-0.6	-4.3	-2.2	0.1	12.3	1.5
